From PubChem
LAP4-GFP MLPCN – modulators of LAP4-GFP expression in yeast, primary screen, S. cerevisiae, multiplex flow cytometry, MLPCN library. 3 h; median GFP as percent of DMSO wells. GFP response vs DMSO, % at 10 µM. 320,000 tested, 0.34% active;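 active = GFP response vs DMSO above a set limit, about the screen mean plus 3 SD, cut at about 150% in these data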
CIT2 TOR yeast – modulators of CIT2-GFP expression in yeast, primary screen, S. cerevisiae, GFP fusion, multiplex flow cytometry, MLPCN library; 320,000 tested, 0.065% active; S. cerevisiae CIT2-GFP strain, 3 h; 100 means same as DMSO wells; AID 2029, 2009; GFP response vs DMSO, % at 10 µM;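 active = GFP response relative to DMSO above a set limit, near the screen mean plus 3 SD, cut at about 150% in these data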;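 also: ratio of well median GFP fluorescence to mean of DMSO wells on the plate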
VLA-4 inh – inhibition in human VLA-4 binding assay, primary screen, VLA-4 allosteric modulator project, MLPCN library, flow cytometry, VLA-4 expressing cells; AID 2557, 2010; 330,000 tested, 0.2% active; ligand binding flow cytometry; inhibition, % (about 7 µM as worked out from the volumes in the protocol); Integrin alpha-4 (Homo sapiens), P13612; in the data active = inhibition above about 50%
Target sequence (P13612 whole entry, looked up): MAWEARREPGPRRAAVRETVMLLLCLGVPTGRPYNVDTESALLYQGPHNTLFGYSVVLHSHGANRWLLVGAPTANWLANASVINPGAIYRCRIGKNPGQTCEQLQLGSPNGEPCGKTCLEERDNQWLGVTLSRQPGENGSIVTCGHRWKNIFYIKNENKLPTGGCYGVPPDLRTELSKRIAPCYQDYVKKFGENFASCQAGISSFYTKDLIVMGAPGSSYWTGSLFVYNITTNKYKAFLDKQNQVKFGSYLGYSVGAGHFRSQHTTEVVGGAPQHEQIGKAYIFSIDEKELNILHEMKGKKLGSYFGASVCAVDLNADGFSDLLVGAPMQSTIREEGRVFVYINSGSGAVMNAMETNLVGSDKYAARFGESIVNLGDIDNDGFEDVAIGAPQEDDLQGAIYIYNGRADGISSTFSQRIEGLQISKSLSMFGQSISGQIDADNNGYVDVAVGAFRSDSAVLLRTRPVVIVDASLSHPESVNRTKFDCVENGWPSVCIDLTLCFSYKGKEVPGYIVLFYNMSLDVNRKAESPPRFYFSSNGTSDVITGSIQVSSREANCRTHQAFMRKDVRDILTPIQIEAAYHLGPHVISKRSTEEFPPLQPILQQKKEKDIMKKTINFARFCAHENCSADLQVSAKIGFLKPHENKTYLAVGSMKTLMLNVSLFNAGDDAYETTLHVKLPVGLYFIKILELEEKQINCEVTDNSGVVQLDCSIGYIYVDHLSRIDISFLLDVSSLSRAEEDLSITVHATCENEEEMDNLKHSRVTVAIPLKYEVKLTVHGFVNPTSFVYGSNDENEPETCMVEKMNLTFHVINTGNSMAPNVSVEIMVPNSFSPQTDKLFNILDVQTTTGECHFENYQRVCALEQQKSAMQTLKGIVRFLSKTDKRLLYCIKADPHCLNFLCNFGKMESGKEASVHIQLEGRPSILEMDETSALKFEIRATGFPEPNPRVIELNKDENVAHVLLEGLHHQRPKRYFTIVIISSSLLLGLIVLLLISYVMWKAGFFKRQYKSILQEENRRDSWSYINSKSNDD
MEP2-GFP yeast – modulators of MEP2-GFP levels in yeast, primary screen, S. cerevisiae, multiplex flow cytometry, MLPCN library; AID 2016, 2009; 330,000 tested, 0.51% active; GFP response vs DMSO, % at 10 µM; S. cerevisiae MEP2-GFP strain, 3 h; 100% = DMSO control level;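 active = GFP response versus DMSO above a set limit, roughly screen mean plus 3 SD, cut at about 180% in these data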;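 also: median GFP fluorescence of the barcode-gated MEP2-GFP cells per well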
GRK2 inh – compounds blocking aptamer binding on GRK2 – biochemical, human GRK2, bead flow cytometry, HTS, primary screen | Beta-adrenergic receptor kinase 1 (Homo sapiens), P25098 | FAM-aptamer displacement from GRK2 | inhibition of aptamer binding, % at 10 µM | 330,000 tested, 0.59% active;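 active = inhibition of aptamer binding above 40%, roughly 3 SD of noise, on plates passing a quality check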;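 also: median bead fluorescence of bound FAM aptamer so fluorescent compounds give negative values; no value below 0 was filed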
AGP1 TOR yeast – modulators of AGP1-GFP expression in yeast TOR pathway, primary screen, cell-based, multiplex flow cytometry, S. cerevisiae, MLPCN library; 3 h; GFP as percent of DMSO wells; GFP response vs DMSO, % at 10 µM; 320,000 tested, 0.02% active;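 active = GFP response relative to DMSO above a set limit, near screen average plus 3 SD, cut at about 150% in these data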;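 also: median GFP channel fluorescence of the gated AGP1 strain per well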
RPL19A TOR yeast – RPL19A-GFP expression modulators in yeast, primary screen, cell-based, S. cerevisiae, multiplex flow cytometry, MLPCN. S. cerevisiae RPL19A-GFP strain, 3 h; active compounds read low. percent response vs DMSO, % at 10 µM. 330,000 tested, 0.3% active. AID 2025, 2009;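 active = percent response vs DMSO below 50%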;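 also: median channel GFP fluorescence of the barcoded RPL19A-GFP strain; ratio of sample median GFP to plate DMSO average so 100% = DMSO; lower means less RPL19A-GFP as with rapamycin TOR inhibition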
CR mimetic SO – reduction of superoxide in aged yeast, primary screen, HTS. 330,000 tested, 0.18% active. AID 2690, 2010. S. cerevisiae aged cells, superoxide DHE fluorescence; active compounds read low. superoxide response (% of plate mean), % at 10 µM;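 active = superoxide response under a set limit, about three screen SD below normal, cut at about 65% in these data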;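 also: yeast aged for seven days with compound at 30 °C before DHE staining; 100% = average MFI of all compound-treated wells on the plate with controls excluded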
* hit, by the source's call.

Abbreviations – A = LAP4-GFP MLPCN; B = CIT2 TOR yeast; C = VLA-4 inh; D = MEP2-GFP yeast; E = GRK2 inh; F = AGP1 TOR yeast; G = RPL19A TOR yeast; H = CR mimetic SO
CCOC(=O)c1nc(-c2ccc(OC)c(OC)c2)cnc1C#N
  A = 100	B = 101	C = 14	D = 104	E = 0	F = 97	G = 104	H = 119

COc1cccc(OC)c1-c1nnc(-c2cn(C)c3ccccc23)o1
  A = 97	B = 95	C = 13	D = 103	E = 4	F = 97	G = 102	H = 112

CC(C)NC(=O)NS(=O)(=O)c1cnccc1NC1CC2CCC1C2 (stereo unspecified)
  A = 101	B = 104	C = 0	D = 99	E = 1	F = 112	G = 102	H = 105

COc1ccc(Nc2oc(-c3ccc(F)cc3)nc2C#N)cc1
  A = 105	B = 99	C = 1	D = 103	E = 0	F = 103	G = 99	H = 91

O=C(O)c1ccc(OS(=O)(=O)c2ccc(Cl)s2)c(Cl)c1
  A = 92	B = 75	C = 7	D = 86	E = 0	F = 83	G = 84	H = 141

CCN(c1ccc(NC(=O)CSc2nnc3nc(C)cc(C)n23)cc1)C(C)C
  A = 98	B = 99	C = -6	D = 101	E = 1	F = 100	G = 99	H = 113

CCCCCCOC(=O)Nc1ccc(S(=O)(=O)Nc2cccc([N+](=O)[O-])c2)cc1
  A = 96	B = 95	C = 2	D = 105	E = 6	F = 100	G = 103	H = 83

COc1cc(C(C)=O)ccc1COc1ccc(C(=O)OCC(=O)NC2CCS(=O)(=O)C2)cc1OC (stereo unspecified)
  A = 86	B = 99	C = 4	D = 95	E = 0	F = 93	G = 100	H = 107

Cc1ccc(C)c(NC(=S)NC(NC(=O)Cc2cccc3ccccc23)C(Cl)(Cl)Cl)c1 (stereo unspecified)
  A = 100	B = 104	C = -6	D = 106	E = 1	F = 109	G = 102	H = 94

CC1C(=O)Nc2ccccc2N1C(=O)c1ccc(O)cc1 (stereo unspecified)
  A = 99	B = 113	C = 10	D = 108	E = 1	F = 101	G = 107	H = 92

2 of the compounds above, with each value named.
Compound: COc1cccc(OC)c1-c1nnc(-c2cn(C)c3ccccc23)o1
  LAP4-GFP MLPCN: 97
  CIT2 TOR yeast: 95
  VLA-4 inh: 13
  MEP2-GFP yeast: 103
  GRK2 inh: 4
  AGP1 TOR yeast: 97
  RPL19A TOR yeast: 102
  CR mimetic SO: 112
Compound: CC(C)NC(=O)NS(=O)(=O)c1cnccc1NC1CC2CCC1C2 (stereo unspecified)
  LAP4-GFP MLPCN: 101
  CIT2 TOR yeast: 104
  VLA-4 inh: 0
  MEP2-GFP yeast: 99
  GRK2 inh: 1
  AGP1 TOR yeast: 112
  RPL19A TOR yeast: 102
  CR mimetic SO: 105

The results go on.
Abbreviations – A = LAP4-GFP MLPCN; B = CIT2 TOR yeast; C = VLA-4 inh; D = MEP2-GFP yeast; E = GRK2 inh; F = AGP1 TOR yeast; G = RPL19A TOR yeast; H = CR mimetic SO
CCNc1ccc(C(=O)OCC(=O)NCCN2C(=O)CSC2=O)cc1[N+](=O)[O-]
  A = 106	B = 104	C = 22	D = 101	E = 4	F = 102	G = 113	H = 114

CC(C)=C1C(=O)NN(c2ccc(F)c(Cl)c2)C1=O
  A = 91	B = 98	C = 10	D = 97	E = 0	F = 96	G = 98	H = 99

CC(C)CN(C(=O)COC(=O)c1cnc(Cl)c(Cl)c1)c1c(N)n(Cc2ccccc2)c(=O)[nH]c1=O
  A = 90	B = 95	C = 0	D = 88	E = 1	F = 83	G = 85	H = 92

COc1ccc(-n2c(SCC(=O)Nc3sc4c(c3C#N)CCCC4)nnc2-c2ccccc2OC)cc1
  A = 92	B = 102	C = -2	D = 100	E = 0	F = 94	G = 94	H = 99

CCOc1ccc(C(=O)Nc2ccccc2N2CCN(C(=O)c3ccccc3)CC2)cc1[N+](=O)[O-]
  A = 98	B = 96	C = -5	D = 98	E = 3	F = 101	G = 102	H = 104

Cc1nc2cc(C(=O)OCC(=O)NC34CC5CC(CC(C5)C3)C4)ccc2n1-c1ccccc1
  A = 106	B = 110	C = 1	D = 126	E = 41*	F = 106	G = 109	H = 90

CCCNC(=O)/C(=C/c1cn(S(=O)(=O)N(C)C)c2ccccc12)NC(=O)c1ccc(OC)cc1
  A = 94	B = 101	C = -1	D = 91	E = 0	F = 96	G = 98	H = 104

NC(=S)NC(c1ccccc1)c1ccncc1 (stereo unspecified)
  A = 111	B = 107	C = -2	D = 107	E = 1	F = 107	G = 98	H = 93

COc1cc(C2C(C#N)=C(N)Oc3c2oc(CO)cc3=O)ccc1OC(C)C (stereo unspecified)
  A = 109	B = 103	C = 0	D = 98	E = 1	F = 101	G = 99	H = 113

O=C(COC(=O)c1cnc(Cl)c(Cl)c1)Nc1ccc(S(=O)(=O)N2CCCC2)cc1
  A = 100	B = 110	C = 21	D = 103	E = 1	F = 104	G = 107	H = 116

Some entries already given with just LAP4-GFP MLPCN, GRK2 inh and AGP1 TOR yeast.
compound	LAP4-GFP MLPCN	GRK2 inh	AGP1 TOR yeast
CC(C)=C1C(=O)NN(c2ccc(F)c(Cl)c2)C1=O	91	0	96
CC(C)CN(C(=O)COC(=O)c1cnc(Cl)c(Cl)c1)c1c(N)n(Cc2ccccc2)c(=O)[nH]c1=O	90	1	83
COc1ccc(-n2c(SCC(=O)Nc3sc4c(c3C#N)CCCC4)nnc2-c2ccccc2OC)cc1	92	0	94

Other compounds
Abbreviations – A = LAP4-GFP MLPCN; B = CIT2 TOR yeast; C = VLA-4 inh; D = MEP2-GFP yeast; E = GRK2 inh; F = AGP1 TOR yeast; G = RPL19A TOR yeast; H = CR mimetic SO
COc1ccc(N(C(=O)c2cc3ccccc3oc2=O)C2C=CS(=O)(=O)C2)cc1 (stereo unspecified)
  A = 109	B = 96	C = -86	D = 102	E = 1	F = 103	G = 101	H = 94

Cc1ccc(-c2c(C(=O)N/N=C/C3CCCCC3)nnn2-c2nonc2N)cc1
  A = 91	B = 104	C = 28	D = 93	E = 0	F = 105	G = 99	H = 97

COc1ccc(OCC(=O)N/N=C(\C)CC(=O)Nc2ccc(OC)cc2[N+](=O)[O-])cc1
  A = 120	B = 95	C = 0	D = 103	E = 0	F = 101	G = 99	H = 97

CCOc1cc(NC(=S)NC)c(OCC)cc1NC(=O)c1ccco1
  A = 111	B = 96	C = 3	D = 102	E = 2	F = 108	G = 101	H = 107

COCCNC(=O)CCCn1c(=O)c2cc(OC)c(OC)cc2n(CC(=O)c2ccc(Cl)cc2)c1=O
  A = 111	B = 105	C = 9	D = 102	E = 2	F = 107	G = 99	H = 94

CCCCn1c(=O)[nH]c(=O)c2c1nc(-c1cc(Br)c(OCC)c(OC)c1)n2C
  A = 95	B = 90	C = -1	D = 102	E = 1	F = 90	G = 91	H = 112

COc1ccc(NC(=O)C2CCN(C(=O)c3cccs3)CC2)cc1OC
  A = 101	B = 104	C = 14	D = 102	E = 2	F = 102	G = 102	H = 102

Rewritten with tabs: five of the compounds above.
mol	LAP4-GFP MLPCN	CIT2 TOR yeast	VLA-4 inh	MEP2-GFP yeast	GRK2 inh	AGP1 TOR yeast	RPL19A TOR yeast	CR mimetic SO
COc1ccc(N(C(=O)c2cc3ccccc3oc2=O)C2C=CS(=O)(=O)C2)cc1 (stereo unspecified)	109	96	-86	102	1	103	101	94
Cc1ccc(-c2c(C(=O)N/N=C/C3CCCCC3)nnn2-c2nonc2N)cc1	91	104	28	93	0	105	99	97
COc1ccc(OCC(=O)N/N=C(\C)CC(=O)Nc2ccc(OC)cc2[N+](=O)[O-])cc1	120	95	0	103	0	101	99	97
CCOc1cc(NC(=S)NC)c(OCC)cc1NC(=O)c1ccco1	111	96	3	102	2	108	101	107
COCCNC(=O)CCCn1c(=O)c2cc(OC)c(OC)cc2n(CC(=O)c2ccc(Cl)cc2)c1=O	111	105	9	102	2	107	99	94
